A549 tox = kills or reduces viability of A549 cells in Nrf2 counter-screen | A549 ARE-Fluc cells, CellTiter-Fluor viability, 18-24 h | Potency, µM (doses to about 46 µM), inactives show top-dose activity change, negative = cytotoxicity, usual class: inhibitors | actives 0.16% (n = 390,000); note: % is set by controls: 0 for no effect and ±100 for the full control effect
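A549 ARE_Fluc cells in 5% FBS OPTI-MEM were exposed to compounds in concentration-response for 18-24 h at 37 deg C. Viability was read by CellTiter-Fluor fluorescence (Ex 405/Em 525) after 30 min, before the luciferase read.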
Nrf2 activator = activators of Nrf2 (ARE) signaling. actives 0.31% (n = 410,000). AREc32 ARE-luciferase reporter (MCF7-derived line), luminescence, 24 h. Potency, µM (doses to about 46.1 µM), for the others: top-dose activation, actives largely listed as activators. AID 624171; note: % of control where 0% means no effect; nearly all actives have a fitted effect of over 65% in size
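AREc32_Fluc, 1000 cells/well, OPTI-MEM + 5% FBS, o/n 37 deg C 5% CO2; 23 nL cpd by pin tool, 24 hr; Steady-Glo 30 min RT, luminescence.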
TGFb inhibitor = TGF-b pathway inhibition; HepG2 CAGA-GFP TGF-b/SMAD3 reporter, GFP fluorescence, 18 h; TGF-beta stimulated, 500 pg/mL final; Potency, µM (top dose mostly 46.1 µM), inactives show at the top dose activity, negative = inhibition, most hits filed as inhibitors; AID 588855; actives 1.2% (n = 410,000); note: % is set by controls: 0 for no effect and ±100 for the full control effect; nearly all actives have a fitted effect of over 65% in size
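Inhibition of TGF-beta-driven CAGA-GFP reporter expression in HEPG2 cells is measured by cellular GFP fluorescence after 18 h stimulation with 500 pg/mL recombinant TGF-beta in 1% FBS medium at 37 degrees C.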
ATXN viability = viability counter-screen for ATXN expression inhibitors; AID 651635; Potency, µM (top dose mostly 56.7 µM), most hits filed as cytotoxic; actives 0.49% (n = 400,000); S2 cells (HEK-293 line with an ATXN2-luciferase reporter) viability, CellTiter-Fluor protease fluorescence, 24 h; note: nearly all actives have a fitted effect of over 40% in size
EPAC2 antag = blocks human EPAC2 exchange factor; actives 0.18% (n = 360,000); Potency, µM (titrated, usually from 114 µM), for the others: at the top dose activity, negative = inhibition, usual class: inhibitors; EPAC2 GEF exchange of Rap1B-BODIPY-GDP, fluorescence; note: % is set by controls: 0 for no effect and ±100 for the full control effect; nearly all actives have a fitted effect of over 45% in size; many of its hits are not listed in these tables
Target sequence (Q8WZA2 whole entry, looked up): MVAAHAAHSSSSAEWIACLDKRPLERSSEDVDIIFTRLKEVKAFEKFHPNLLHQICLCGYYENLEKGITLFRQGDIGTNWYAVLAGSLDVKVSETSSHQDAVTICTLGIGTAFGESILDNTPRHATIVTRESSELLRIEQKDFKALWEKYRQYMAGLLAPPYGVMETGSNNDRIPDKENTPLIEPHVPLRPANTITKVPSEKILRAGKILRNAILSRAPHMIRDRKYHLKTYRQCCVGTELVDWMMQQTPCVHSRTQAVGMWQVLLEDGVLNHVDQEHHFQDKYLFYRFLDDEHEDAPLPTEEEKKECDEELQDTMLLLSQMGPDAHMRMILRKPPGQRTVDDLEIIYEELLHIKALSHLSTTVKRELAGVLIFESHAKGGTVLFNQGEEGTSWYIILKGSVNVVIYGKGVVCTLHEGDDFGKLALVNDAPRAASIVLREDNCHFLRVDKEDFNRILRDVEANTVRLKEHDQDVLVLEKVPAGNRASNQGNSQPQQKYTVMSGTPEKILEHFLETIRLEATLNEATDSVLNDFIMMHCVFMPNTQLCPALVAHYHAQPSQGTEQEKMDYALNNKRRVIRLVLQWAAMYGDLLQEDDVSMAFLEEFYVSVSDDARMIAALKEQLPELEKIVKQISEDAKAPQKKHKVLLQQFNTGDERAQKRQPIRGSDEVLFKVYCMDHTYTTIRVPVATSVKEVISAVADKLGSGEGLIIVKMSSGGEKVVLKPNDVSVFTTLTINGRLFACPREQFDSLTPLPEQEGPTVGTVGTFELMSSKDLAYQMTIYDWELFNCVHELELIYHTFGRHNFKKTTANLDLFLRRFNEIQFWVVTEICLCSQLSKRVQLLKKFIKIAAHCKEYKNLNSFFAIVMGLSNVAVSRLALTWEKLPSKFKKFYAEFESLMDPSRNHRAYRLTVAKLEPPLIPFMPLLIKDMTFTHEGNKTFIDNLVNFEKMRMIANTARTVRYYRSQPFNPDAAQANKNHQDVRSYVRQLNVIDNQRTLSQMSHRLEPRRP
HepG2 tox = HepG2 cytotoxicity, counter-screen for TGF-b inhibitors; HepG2 CAGA-GFP viability, ATP luminescence, 18 h; Potency, µM (top dose mostly 46.1 µM), for the others: top-dose activity change, negative = cytotoxicity, hits mostly cytotoxic; actives 0.76% (n = 410,000); AID 588856; note: some results filed as inactive show a strong effect at the top dose
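HepG2 CAGA-GFP cells (1000/well, DMEM with 1% FBS) received compound, then TGF-beta at 500 pg/mL final, and were incubated 18 hours at 37 degrees C. Viability was read by CellTiter-Glo luminescence. Media-only wells were set as complete cell-killing and DMSO as no toxicity.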
MCF10A rereplic = inducers of DNA re-replication in MCF 10A breast cells; MCF 10A DNA re-replication, Hoechst nuclear intensity, 48 h; AID 624296; Potency, µM (doses to about 46.1 µM), inactives show top-dose activity, positive = re-replication, usual class: activators; actives 2.9% (n = 350,000); note: % of control where 0% means no effect; nearly all actives have a fitted effect of over 50% in size
Nrf2 block = Nrf2 pathway inhibition; AID 504444; Potency, µM (series often up to 46 µM), inactives show top-dose activity change, negative = inhibition, usual class: inhibitors; actives 2.1% (n = 360,000); A549 ARE-Fluc reporter, luciferase luminescence, 18-24 h; note: % is set by controls: 0 for no effect and ±100 for the full control effect; nearly all actives have a fitted effect of over 60% in size
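A549 ARE_Fluc cells, 5000/well, 5% FBS OPTI-MEM; compounds in dose-response, 18-24 h at 37 °C/5% CO2; CellTiter-Fluor viability read (Ex 405/Em 525), then BugLite luciferase luminescence = Nrf2 activity.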
ATXN2 expr inh = ATXN2 expression inhibition; AID 1745845; Potency, µM (series often up to 57 µM), for the others: at the highest dose activity change, negative = inhibition, actives largely listed as inhibitors; HEK-293 ATXN2-luciferase reporter, luminescence, 24 h; actives 0.72% (n = 360,000); note: % is set by controls: 0 for no effect and ±100 for the full control effect; nearly all actives have a fitted effect of over 55% in size
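ATXN2-luciferase reporter cells (luciferase flanked by upstream and downstream ATXN2 gene portions) were treated 24 h at 37 °C with compounds at up to 57 uM. SteadyGlo luminescence gave expression; GF-AFC fluorescence gave viability.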
* = called active by the depositor; i = inactive; ? = inconclusive; . = not tested or not shown; & = joins results of further samples; [ ] = remark or other dose. Calls come from the whole dose curve; as a rule, active = well fitted curve in the direction sought with a large enough effect; inconclusive = small, poorly fitted or top-dose-only effect, or another doubt; inactive = no such curve, though single readings can be large; an effect the other way counts as inactive or inconclusive. Potency is the fitted concentration of half-maximal effect. These rows are one share of the data; the hit share may differ from the screen's.

SMILES	A549 tox	Nrf2 activator	TGFb inhibitor	ATXN viability	EPAC2 antag	HepG2 tox	MCF10A rereplic	Nrf2 block	ATXN2 expr inh
COc1ccc(NC(=O)Cc2coc3ccc4ccccc4c23)cc1S(=O)(=O)N1CCOCC1	?	3.7%	0%	i	-1%	16%	?	?	1%
Cc1cc(N2CCCCCC2)nc(-c2ccccc2O)n1	4%	2.0%	-6%	i	12%	3%	?	?	-5%
COc1cccc(CC(=O)OCC(=O)NC2(C#N)CCCCC2)c1	1%	0.3%	-2%	i	0%	-4%	1%	12%	-2%
CCn1c(CC(=O)Nc2ccccc2)nnc1SCC(=O)Nc1ccccc1C(=O)OC	-16%	-0.5%	-3%	?	9%	-4%	-2%	-13%	-29%
CCOC(=O)c1c(C)[nH]c(C(=O)COC(=O)c2ccc([N+](=O)[O-])o2)c1C	-18%	?	0%	?	0%	-44%	14%	?	-17%
CCN(C(=S)NCc1ccccc1)c1cccc2ccccc12	15%	1.9%	-20%	i	-7%	-24%	?	?	-5%
CCOC(=O)N1CCN(C(=O)CCCn2c(=O)[nH]c3ccccc3c2=O)CC1	2%	-0.6%	-5%	i	0%	-24%	6%	-3%	4%
CC1CN(C(=O)CCC(=O)NCc2ccccc2)c2ccccc2O1 (configuration not stated)	-13%	0.0%	-1%	i	-2%	-6%	7%	11%	-26%
Cc1ccc(SCCNCc2ccco2)cc1	14%	4.3%	-1%	i	-1%	-14%	2%	6%	.
Cc1cc2cc(CN(Cc3ccco3)C(=S)NCC3CCCO3)c(=O)[nH]c2cc1C (configuration not stated)	-17%	4.4%	-25%	i	-11%	-8%	3%	?	-6%
CCOC(=O)C1(CCOC)CCN(Cc2ccc(COC)o2)CC1	10%	-0.1%	-6%	i	-22%	-17%	-3%	0%	-24%
COc1cccc(SCc2noc(C(=O)NC(C)C)c2C(=O)O)c1	0%	0.1%	25%	i	4%	16%	-23%	-22%	111%[activator]
Cc1ccc(NC(=S)NCCN2CCOCC2)cc1F	-2%	-0.2%	2%	i	6%	5%	1%	4%	14%
O=C(Nc1ccccc1)c1ccc(N2CCN(c3ccccc3)CC2)c(S(=O)(=O)N2CCOCC2)c1	-13%	0.4%	4%	.	1%	1%	-3%	-12%	.
OC(COC1CCCCC1)CN1CCCCC1 (configuration not stated)	2%	0.1%	-7%	i	2%	2%	2%	21%	5%
O=C(COC(=O)Cc1ccc(Cl)cc1)NCc1cccs1	-1%	-0.1%	0%	i	-4%	3%	-3%	-23%	.
COc1ccc(C(=O)CSc2nnc(NC(=O)C3CC(=O)N(c4ccccc4C)C3)s2)cc1 (configuration not stated)	0%	0.1%	-3%	i	-1%	-2%	6%	5%	23%
Cc1nc2ccc(S(=O)(=O)NC(C(=O)Nc3nccs3)C(C)C)cc2s1 (configuration not stated)	0%	0.7%	-23%	i	-4%	-18%	-2%	?	8%
COc1ccccc1N1CCN(C(=O)CCc2ccc(S(=O)(=O)NCC(C)C)cc2)CC1	-13%	-0.4%	-4%	i	-1%	-5%	2%	?	-5%
CC(C(=O)Nc1ccc(N(C)C)cc1)N1C(=O)c2ccccc2S1(=O)=O (configuration not stated)	9%	-0.1%	1%	i	-5%	0%	-1%	8%	25%
Cc1cccc(N2C(=O)C3CCCN3C2=S)c1C (configuration not stated)	-2%	0.4%	1%	?	-8%	4%	7%	-12%	.
C[C@@H](NC(=O)c1nc[nH]c1C(=O)N1CCc2ccccc2C1)c1ccccc1	-1%	0.7%	-10%	i	-6%	6%	?	7%	4%
O=C(N[C@H]1CCCCNC1=O)c1cc(COc2ccc(F)cc2F)on1	-6%	0.3%	6%	i	10%	-30%	-1%	10%	.
O=C(c1ccc(-n2cccc2)cc1)N1CCOCC1	3%	-0.5%	-1%	i	6%	-5%	-4%	12%	13%
COc1ccccc1C#Cc1cnc2c(c1)C(=O)N([C@H](C)CO)C[C@@H](C)[C@@H](CN(C)C(=O)c1ccc3c(c1)OCO3)O2	.	-0.9%	-1%	i	4%	-9%	.	.	-9%
COc1cc(NC(=O)c2cc(-c3ccco3)on2)c(OC)cc1Cl	-18%	?	9%	i	9%	-13%	6%	3%	0%
C=C1c2ccccc2NC(=S)N1Cc1ccc2c(c1)OCO2	7%	20%	?	.	-6%	-31%	-4%	?	10%
OC1CCN(C(=S)Nc2ccc(Nc3ccccc3)cc2)CC1	0%	3.5%	8%	i	15%	-2%	-17%	?	7%
O=C1CN(C(=O)c2ccc(S(=O)(=O)N3CCCC3)cc2)C(c2ccc(F)cc2)c2cc(Br)ccc2N1 (configuration not stated)	7%	5.6%	-22%	i	.	-25%	.	12%[9.27 µM]	-1%
Cc1cc(C)c2c(=O)[nH]cnc2n1	4%	-0.1%	-2%	i	-9%	4%	-5%	-19%	6%
CN(Cc1c(C(=O)N2CCc3ccccc3C2)nc2ccc(Cl)cn12)C(C1CC1)C1CC1	3%	3.0%	2%	i	-6%	8%	0%	2%	.
O=C(CC1N=C2c3ccccc3N=C(SCc3ccc(F)cc3)N2C1=O)NCc1cccs1 (configuration not stated)	1%	4.0%	20%	.	.	-2%	.	.	.
CN1CCN(c2nc3c(c(=O)[nH]c(=O)n3C)n2CC(N)=O)CC1	9%	-0.7%	-3%	i	-2%	0%	7%	12%	3%
COc1ccc(C2Nc3ccccc3C(=O)N2NS(=O)(=O)c2ccc(C)cc2)cc1 (configuration not stated)	-1%	-0.1%	-4%	i	-11%	-5%	2%	?	9%
COc1cc(CNc2ncnc3c2ncn3[C@H]2CN(CCN3CCOCC3)C[C@@H](CO)O2)cc(OC)c1OC	.	0.3%	16%	i	13%	24%	.	.	-1%
CCOC(=O)C1CCN(C(=O)C2CCN(S(=O)(=O)c3cc(Cl)ccc3OCC)CC2)CC1	0%	0.1%	16%	i	-1%	3%	3%	6%	-5%
Cc1cc(C)c2c(n1)SCC(=O)N2CC(=O)Nc1c(C)cccc1C	13%&0%	0.0%&-0.1%	-6%&-10%	i	24%	-8%&5%	4%	5%&-6%	-5%&6%
CC1CCN(C(=O)c2cc3c(=O)n4ccccc4nc3s2)CC1	-3%	21%	3%	i	4%	-8%	3%	?	23%
CCC1(CC)Cc2ccccc2-c2nc(NN)[nH]c(=O)c21	1%	1.9%	-12%	i	-26%	-11%	7%	-3%	1%
Cc1nc(-c2ccccc2)sc1C(=O)NN	1%	8.4%	1%	?	1%	6%	18µM*	0%	.
COc1cc(/C=N/NC(=O)c2cccnc2)ccc1OCC(=O)N1CCOCC1	-2%	0.0%	-4%	i	-4%	1%	7%	-9%	-1%
CCCC(=O)NC(C)c1nc2ccccc2[nH]1 (configuration not stated)	-1%	-1.0%	-1%	i	5%	0%	-7%	14%	-21%
Cc1cc(OCC(=O)NCCCN2CCCC2=O)c2c(C)cc(=O)oc2c1	6%	0.4%	3%	i	6%	2%	-13%	-7%	-13%
CC(=O)COc1ccc2c(-c3cccc([N+](=O)[O-])c3)cc(=O)oc2c1	-15%	4.6%	-1%	?	2%	-17%	-1%	?	.
COc1ccc(Cn2nc(C)cc2C)cc1OC	-2%	0.1%	5%	i	0%	-5%	8%	6%	-2%
CCC(=O)Nc1cc2c(cc1Cl)-c1ccccc1C2	0%	21%	17%	i	-8%	13µM*	14%	?	45%[activator]
CCn1c(=O)c2cc(C(=O)Nc3cccc(C(C)=O)c3)sc2c2ccccc21	13%	0.1%	36%	i	0%	22%	-2%	6%	.
CC(C)CSc1nc2c(=O)[nH][nH]c(=O)c2n1Cc1ccccc1	-22%	-0.1%	-10%	i	-5%	-12%	16%	-20%	-5%

Just ATXN viability and Nrf2 block (3 entries from above):
SMILES	ATXN viability	Nrf2 block
CCCC(=O)NC(C)c1nc2ccccc2[nH]1 (configuration not stated)	i	14%
Cc1cc(OCC(=O)NCCCN2CCCC2=O)c2c(C)cc(=O)oc2c1	i	-7%
CC(=O)COc1ccc2c(-c3cccc([N+](=O)[O-])c3)cc(=O)oc2c1	?	?

Other records
SMILES	A549 tox	Nrf2 activator	TGFb inhibitor	ATXN viability	EPAC2 antag	HepG2 tox	MCF10A rereplic	Nrf2 block	ATXN2 expr inh
CCOC(=O)c1cc(-c2ccccc2)n(CCC(=O)Nc2nc3c(C)cccc3s2)c1C	-9%	5.1%	?	.	.	-33%	.	.	.
O=C(COc1ccccc1)N1CCN=C1SCc1cccnc1	-10%	0.6%	4%	i	18%	-16%	4%	6%	-10%
O=C1c2ccsc2SCCN1Cc1ccc(F)cc1	0%	-1.0%	?	i	-13%	-33%	9%	-1%	6%
CC(C)COc1ccc(C(=O)OCCN2CCOCC2)cc1	2%	2.2%	1%	i	-5%	-75%	-2%	6%	7%
CC(=O)c1c(C)[nH]c(C(=O)OCC(=O)c2c[nH]c3ccccc23)c1C	-7%	11%	-27%	?	1%	-26%	?	0%	12%
Cc1nn(-c2ccccc2)c(C)c1NC(=O)COC(=O)c1cc(Br)ccc1O	0%	1.1%	0%	i	-1%	-16%	3%	16%	3%
Cn1c(CNc2ccccc2O)nc2ccccc21	10%	?	?	.	-15%	-34%	2%	12%	0%
O=C(N/N=C\c1ccc(-c2ccccc2[N+](=O)[O-])o1)C1COc2ccccc2O1 (configuration not stated)	2%	17%	2%	i	-3%	0%	2%	6%	-25%
OCCN1CCN(c2ncnc3c2ncn3[C@H]2CN(Cc3ccc(-c4ccccc4)cc3)C[C@@H](CO)O2)CC1	.	0.5%[9.22 µM]	-6%	.	-5%	-34%	.	.	?
Cn1c(=O)c2cc(NC(=O)c3ccccc3Cl)c(=O)oc2n(C)c1=O	-11%	3.1%	1%	i	17%	9%	10%	4%	1%
CCc1cccc(CC)c1-n1nnc2c(sc3nc(C)cc(C)c32)c1=O	0%	-1.2%	3%	.	.	-5%	.	?	.

Screens: PubChem BioAssay, National Center for Advancing Translational Sciences (NCATS)
